LEDGF integ inh = blocks HIV-1 LEDGF/p75-dependent DNA integration | TR-FRET IN-LEDGF/p75 DNA integration, Eu/Cy5 | inhibition, % at 3.7 µM | 370,000 compounds, 0.64% hits;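 active = inhibition above the screen-wide mean plus 3 SD, cut at about 13% in these data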;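 also: signal is the Cy5 over europium emission ratio at 671 and 618 nm; 0% = plate median of compound wells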
Tn7 DDE FP = inhibitors of Tn7 peptide binding to human fibrin DD(E) | P02675 | FP displacement of FITC-Tn7 peptide from fibrin DD(E); 0% = median of compound wells per plate | inhibition, % at 8.3 µM | 370,000 compounds, 0.13% hits | AID 720508;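 active = inhibition above the mean of compounds falling within the control limits plus 3 SD of them, cut at about 14% in these data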;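 also: 0% = plate median of compound wells and 100% = 10 µM Aha-Tn7 peptide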
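Assay system: Human clot-derived fibrin DD(E) complex | Buffer or medium: Tris/NaCl/CaCl2 buffer, pH 7.8 | Repeats: One replicate per compound | Benchmarks: Aha-Tn7 high control | Measure: % inhibition scaled between sample-field median and high-control FP | Schedule: 10 min plus 3 h, room temperature | Signal: Fluorescence polarization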
UHRF1 binding = UHRF1 methyl-DNA binding inhibition | Q96T88 | UHRF1 binding to methylated oligo, TR-FRET | inhibition, % at 4.4 µM | 370,000 compounds, 0.75% hits; in the data active = inhibition above about 21%;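 also: UHRF1 SRA domain binding a hemimethylated CpG hairpin DNA probe; 0% = median of test compound wells and 100% = reference inhibitor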
ABHD4 inh = inhibitors of mouse ABHD4. Q8VD66. purified mABHD4, FP-Rh probe fluorescence polarization. inhibition, % at 8.92 µM. 370,000 compounds, 0.54% hits. AID 720543;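 active = inhibition exceeding the mean over every tested compound plus 3 SD, cut at about 30% in these data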;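 also: 0% = plate median of compound wells and 100% = S159A mutant with DMSO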
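Material: mouse ABHD4 enzyme, wild type; Benchmarks: S159A mutant high control, sample median low control; Buffer or medium: HEPES pH 7.0, NaCl, Pluronic buffer; Signal: fluorescence polarization; Read-out: percent inhibition of probe binding, normalized to plate controls; Timing: pre-incubation 45 min, probe exposure 60 min, at 25 °C; Dosing: 8.92 µM, single dose.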
TCR-CD3 inh = blocks the human TCR-CD3 interaction. 360,000 compounds, 0.37% hits. inhibition, % at 9.4 µM. TAMRA-labeled TCR probe fluorescence, biochemical. AID 651800; in the data active = inhibition above about 19%;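 also: recombinant mutant TCR 2C K166C tagged with TAMRA read by polarization; 0% = receptor in buffer alone and 100% = receptor with positive control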
HTRA1 inh = HTRA1 (human) protease inhibition; recombinant HTRA1, FP-rhodamine activity-based probe, fluorescence polarization; 340,000 compounds, 0.5% hits; inhibition, % at 5.96 µM; Q92743; in the data active = inhibition above about 36%;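 also: 0% = enzyme with DMSO and 100% = wells lacking enzyme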
Target sequence (Q92743 whole entry, looked up): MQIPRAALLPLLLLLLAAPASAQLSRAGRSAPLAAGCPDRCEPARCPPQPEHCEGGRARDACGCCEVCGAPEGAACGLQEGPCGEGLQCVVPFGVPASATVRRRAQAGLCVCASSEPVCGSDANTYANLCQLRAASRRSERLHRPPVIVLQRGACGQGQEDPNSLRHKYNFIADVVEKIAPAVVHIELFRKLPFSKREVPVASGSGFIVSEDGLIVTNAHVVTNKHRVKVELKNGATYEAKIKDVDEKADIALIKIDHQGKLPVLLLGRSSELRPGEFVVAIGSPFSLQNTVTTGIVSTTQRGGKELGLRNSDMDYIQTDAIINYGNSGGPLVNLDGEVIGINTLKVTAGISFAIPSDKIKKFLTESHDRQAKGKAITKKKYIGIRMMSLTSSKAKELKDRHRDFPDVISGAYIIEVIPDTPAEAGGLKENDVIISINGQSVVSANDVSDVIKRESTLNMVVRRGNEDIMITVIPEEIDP
PG9 Ab binder = PG9 antibody binding by small molecule; 360,000 compounds, 0.43% hits; AID 624416; TR-FRET gp120-PG9 antibody binding; inhibition, % at 6.7 µM; in the data active = inhibition above about 8.5%
PRMT1 inh = inhibitors of human PRMT1 | Q99873 | 370,000 compounds, 1.3% hits | recombinant PRMT1, activity-based probe fluorescence polarization | inhibition, % at 2.79 µM;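 active = inhibition above about 21% made by adding two undisclosed values, limit read from the data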
Target sequence (Q99873 whole entry, looked up): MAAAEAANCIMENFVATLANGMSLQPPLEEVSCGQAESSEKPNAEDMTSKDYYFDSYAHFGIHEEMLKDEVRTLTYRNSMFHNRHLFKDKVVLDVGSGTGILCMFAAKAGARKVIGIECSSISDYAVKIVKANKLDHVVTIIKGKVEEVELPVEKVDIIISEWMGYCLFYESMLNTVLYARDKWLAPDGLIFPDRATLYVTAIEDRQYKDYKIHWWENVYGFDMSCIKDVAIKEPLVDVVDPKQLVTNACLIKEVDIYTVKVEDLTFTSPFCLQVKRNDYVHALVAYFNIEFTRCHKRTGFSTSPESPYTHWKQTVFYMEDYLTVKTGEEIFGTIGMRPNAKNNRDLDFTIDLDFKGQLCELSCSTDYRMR
TDP2 absorb = blocks human TDP2 phosphodiesterase activity. 370,000 compounds, 0.34% hits. inhibition, % at 12.8 µM. recombinant TDP2, T5PNP hydrolysis, p-nitrophenol absorbance 415 nm;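 active = inhibition above the mean of all tested compounds plus 3 SD, set per campaign, cut at about 25% in these data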;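 also: 0% = DMSO with enzyme and 100% = buffer with substrate but no TDP2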
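System – recombinant human TDP2 · Amount – 120 nM TDP2 per well · Buffer or medium – Mg2+-containing Tris-HCl buffer, pH 7.5 · Reagent – T5PNP substrate, 5 mM · Dosing – 12.8 µM single point, 1% DMSO · Incubation – 2 h at 37 °C · Measured by – epi absorbance · Read-out basis – percent inhibition · Benchmarks – high control without enzyme, low control DMSO plus TDP2 · Repeats – singlicate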
SIAE primary = human SIAE inhibition, primary screen | inhibition, % at 9.66 µM | AID 1053197 | 370,000 compounds, 0.69% hits | SIAE FP-Rh probe binding, fluorescence polarization;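 active = inhibition above a cutoff: mean of compounds within the control limits plus 3 SD of those, cut at about 17% in these data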;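 also: 0% = plate median of compound wells and 100% = probe without SIAE protein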
* hit, by the source's call; . = not tested or not shown.

SMILES	LEDGF integ inh	Tn7 DDE FP	UHRF1 binding	ABHD4 inh	TCR-CD3 inh	HTRA1 inh	PG9 Ab binder	PRMT1 inh	TDP2 absorb	SIAE primary
COc1ccc(N(C(=O)c2snc(C(N)=O)c2N)C(C(=O)NC2CCCC2)c2ccc3ncccc3c2)cc1 (centres undefined)	-3	-2	-1	-6	-1	-5	0.6	0	8	-9
COc1ccc(Cc2nc3ccccc3n2CC(=O)N/N=C/c2ccc(O)cc2)cc1OC	1	0	-2	2	3	-5	-1.8	-3	3	14
CCOCCc1nnc(NC(=O)c2ccc(OC)c(OC)c2)s1	-1	0	2	-10	5	4	-0.4	-3	-15	-8
CC(C)C[C@H]1CN([C@@H](CC(C)C)CN2CCCC2CN2C(=S)NC[C@@H]2Cc2ccc(O)cc2)C(=S)N1CC1CCCCC1 (some centres undefined)	0	-4	1	12	5	-11	0.8	0	-3	-11
COc1cc(-c2nnn(CC(=O)N3CCOCC3)n2)cc(OC)c1OC	-1	-4	1	3	2	3	-0.6	-3	-11	-3
CC(C)c1ccc(N2CC(C(=O)Nc3nccs3)CC2=O)cc1 (centres undefined)	4	-3	2	6	-2	-7	2.1	1	-4	4
CC1CCCCC1NC(=O)CN1C(=O)NC(C)(c2cccc(Br)c2)C1=O (centres undefined)	-6	8	1	-4	-7	1	-0.5	5	-4	-4
O=C1CC(c2ccc(F)cc2)Sc2ccccc2N1 (centres undefined)	0	-13	2	1	4	-11	-3.2	-1	-3	-3
COc1ccc(CN2C(=O)CCC2(C)c2nnnn2-c2c(C)cccc2C)cc1 (centres undefined)	-4	1	-2	0	5	.	-0.2	1	6	4
Cc1ccc(S(=O)(=O)Nc2cncnc2NS(=O)(=O)c2ccc(C)cc2)cc1	-1	-2	42*	1	1	-6	0.3	-4	-10	3
COCCn1c(SCc2nc3sc(C(=O)OC)c(C)c3c(=O)[nH]2)nc2ccccc21	0	-3	-2	2	-1	-2	-0.7	-3	-4	1
COC(=O)[C@]12C[C@H](CC(=O)NCCC(C)C)C(=O)N(CCc3ccc(OC)c(OC)c3)C1=C[C@H](C(C)C)O[C@@H]2C1CC1	-2	0	4	-1	.	.	.	-2	-5	4
COc1ccccc1OCC(=O)Nc1oc(-c2ccccc2)c(-c2ccccc2)c1C#N	-2	4	1	-24	4	-49	-2.5	-2	4	-19
O=C(/C=C/c1ccccc1Br)c1ccc2c(c1)OCO2	1	-9	3	-10	5	-12	-3.5	-5	-1	-14
Cc1ccc(C)c(NC(=S)NCCSc2ccc(Cl)cc2)c1	-2	6	0	-11	1	-35	-0.5	0	-10	1
O=C(COC(=O)c1ccccc1F)Nc1ccc(S(=O)(=O)N2CCOCC2)cc1	-1	-6	2	1	7	0	1.1	-4	6	3
O=[N+]([O-])c1ccc(-c2nnc3n2CCCCC3)cc1	5	4	2	-6	-11	-1	-3.0	-3	-4	-6
COc1ccc(N(CC(=O)NCc2ccco2)S(C)(=O)=O)cc1Cl	4	5	4	-2	-3	1	2.6	4	-4	2
COc1ccc2c(c1)C(SCC(=O)NCCc1ccccc1)CC(C)(C)O2 (centres undefined)	1	3	2	-5	-12	-11	0.1	2	7	2
O=C1C2C3C=CC(C3)C2C(=O)N1c1ccc(-c2nc3ccccc3c(=O)o2)cc1 (centres undefined)	2	-3	2	7	0	-5	-1.0	-2	0	2
Cc1ccc(N2CCN(CC(O)COc3cccc(C)c3)CC2)cc1 (centres undefined)	-4	-4	-2	1	2	0	-1.5	-4	4	5
O=C(c1ccccc1)N1N=C(c2ccccc2O)CC1c1ccc(Br)cc1 (centres undefined)	0	-8	-1	-3	6	5	-2.0	-3	-1	10
Nc1nnc(SCC(=O)OCc2ccc(F)cc2)s1	-3	-7	-1	3	5	2	-2.0	0	9	.
O=C(Cn1c2c(c(-c3ccccc3)cc1=O)CCCC2)N1CCCCCC1	1	3	2	-13	-8	-18	-2.0	2	-2	-4
COc1cc(C(=O)NCC2CCCCC2)ccc1OCc1c(C)noc1C	-2	1	-2	3	4	0	1.1	0	0	-6
Cc1ccc(-n2c(SCC(=O)Nc3ccc(Oc4ccccc4)cc3)nnc2-c2cccc(C)c2)cc1	-2	-7	1	9	.	.	.	10	3	0
Cc1ccc(S(=O)(=O)NC2CCCC(C(=O)O)C2)cc1 (centres undefined)	-2	-2	-2	3	1	1	0.7	-3	10	4
O=C(CSc1ccc([N+](=O)[O-])cn1)Nc1cc(C(F)(F)F)ccc1N1CCOCC1	0	-4	0	-5	6	-2	-1.0	1	10	2
Cc1cc(C(=O)O)n(C(C)(C)C)n1	0	6	-1	1	9	-1	1.0	2	-5	-6
O=C(Cc1ccc([N+](=O)[O-])cc1)N1CCc2ccccc2C1	-1	-3	2	3	-1	-4	-0.1	1	-5	-5
O=C(CCC(=O)Nc1nnc(C2CCCCC2)s1)NCC1CCCO1 (centres undefined)	2	4	1	4	4	7	1.2	0	-2	8
O=C1CCC2(CCCCC2)N1CCCO	0	1	0	3	.	.	.	3	1	0
O=C(Cn1cccc1C(=O)c1ccccc1)NCCc1ccccc1	2	3	1	2	5	-4	1.5	-6	1	0
C[C@H]1COc2cc(N3CC[C@H](O)C3)ccc2S(=O)(=O)N1	-5	-3	62*	2	2	.	-0.9	7	-8	2
N#CCOc1coc(CN2CCN(c3ccccc3)CC2)cc1=O	-4	-1	1	0	5	9	-2.1	-5	-11	-1
CC1CCC(NC(=O)c2cc(S(=O)(=O)N3CCCCC3)ccc2N2CCOCC2)CC1 (centres undefined)	-2	-6	-1	8	-2	3	0.1	3	4	9
O=C(O)c1cccc(Oc2ccc([N+](=O)[O-])cc2)c1	3	-1	3	-3	7	3	-1.5	-1	-3	-2
Cc1ccc(SCCNC(=S)Nc2cc(C)ccc2C)cc1	3	-2	0	-3	-4	-26	-1.1	1	-10	8
COc1ccccc1N(CC(=O)NC1CC2CCC1C2)S(=O)(=O)c1ccc(C)cc1 (centres undefined)	-4	12	-1	12	3	-13	-1.1	2	7	-6
Cc1ccc(Cn2nnnc2CN2CCC(O)(c3cccnc3)CC2)cc1	-3	-2	1	0	11	0	-0.5	4	7	-2
COc1ccc(NC(=O)CN(C)S(=O)(=O)c2ccc3[nH]c(=O)oc3c2)cc1	1	4	0	3	5	4	-1.6	-2	4	0
Cc1cc(NS(=O)(=O)c2ccc(NC(=O)c3cnc(Cl)c(Cl)c3)cc2)nc(C)n1	1	2	-3	-8	7	-1	0.6	8	-5	-1
CCn1ccc(=N)cc1	-1	5	5	-2	-6	-8	-0.7	0	0	-4
Cn1cnc2c1c(=O)n(Cc1c(Cl)cccc1Cl)c(=O)n2C	0	-11	-1	1	5	5	0.4	-2	-13	-4
COC(=O)CCC(=O)N(C)CC1CCCN(CCc2cccc(C(F)(F)F)c2)C1 (centres undefined)	-2	-6	0	2	-3	3	-3.3	-4	4	-4
N#Cc1c(-c2ccccc2)c(C#N)c2nc3ccccc3n2c1N	6	-9	-4	3	2	-3	8.8*	0	-8	-1
O=C(O)CSCC(=O)Nc1ccc(-c2nc3ccccc3s2)cc1	-5	4	-2	-38	7	.	0.6	36*	-13	-21
CCOCCCNC(=O)C(NC(=O)c1ccc(NC(C)=O)cc1)c1ccc(OC)cc1 (centres undefined)	4	1	2	6	3	3	-0.3	1	2	-3
CN(C)S(=O)(=O)c1cccc(C(=O)NCC(C)(C)CNC(=O)c2cccc(S(=O)(=O)N(C)C)c2)c1	8	-4	2	-8	-2	2	-1.0	-3	-20	-3
CC(C)(C)c1ccc(OCCC(=O)NC2=NCCS2)cc1	1	-1	-2	-2	8	-4	1.3	0	-11	-4
CCCNC(=O)Nc1nccs1	0	4	1	0	9	3	-1.4	-1	-2	1
CCn1c(SCC(=O)Nc2ccc(NC(=O)c3ccco3)c(OC)c2)nc2ccccc2c1=O	-3	0	-5	-3	2	-3	0.3	-2	-2	-4
CCCCn1c(SCC(=O)OCC)nnc1-c1ccoc1C	-1	3	16	-2	7	5	-1.2	2	2	7
Cc1cc(C(=O)O[C@H]2[C@H](Cc3ccccc3)NS(=O)(=O)[C@H]3C[C@@H]4C=C[C@]23O4)ccc1[N+](=O)[O-]	0	-1	-3	-8	2	-17	-3.0	-2	-2	2
NS(=O)(=O)c1cc(C(=O)NC2CCSc3ccccc32)ccc1Cl (centres undefined)	60*	0	102*	-36	40*	-178	0.7	21	73*	-43
O=C(C1=C[C@H](c2ccc(C(F)(F)F)cc2)C[C@H](OCc2ccc(CO)cc2)O1)N1CCN(Cc2ccc3c(c2)OCO3)CC1	0	-9	1	-22	3	-47	-1.3	0	-5	-6
CC(C)COc1ccc(CSCCNC(=S)Nc2ccccc2)cc1	-1	-4	4	-59	2	-53	-0.4	4	-8	-23
O=C(c1ccc(F)cc1)c1c[nH]c(C(=O)NCCCN2CCOCC2)c1	0	-5	-2	4	0	2	0.9	1	-4	-6
Cc1ccc(S(=O)(=O)Cc2ccc(C(=O)NCCCN3CCN(C)CC3)o2)cc1	1	0	-2	-4	-4	5	0.8	1	5	11
COc1ccc2c(c1)[C@@]1(OCCC=C[C@H]1C)C(=O)N2C/C=C(\C)CCC=C(C)C	0	6	-1	-1	8	.	-0.8	-2	0	-2

One compound at a time, from the list above. Order of values: LEDGF integ inh | Tn7 DDE FP | UHRF1 binding | ABHD4 inh | TCR-CD3 inh | HTRA1 inh | PG9 Ab binder | PRMT1 inh | TDP2 absorb | SIAE primary
`Cc1cc(NS(=O)(=O)c2ccc(NC(=O)c3cnc(Cl)c(Cl)c3)cc2)nc(C)n1` is listed as 1 | 2 | -3 | -8 | 7 | -1 | 0.6 | 8 | -5 | -1
`N#Cc1c(-c2ccccc2)c(C#N)c2nc3ccccc3n2c1N` is listed as 6 | -9 | -4 | 3 | 2 | -3 | 8.8* | 0 | -8 | -1
`O=C(C1=C[C@H](c2ccc(C(F)(F)F)cc2)C[C@H](OCc2ccc(CO)cc2)O1)N1CCN(Cc2ccc3c(c2)OCO3)CC1` is listed as 0 | -9 | 1 | -22 | 3 | -47 | -1.3 | 0 | -5 | -6

Continuation.
SMILES	LEDGF integ inh	Tn7 DDE FP	UHRF1 binding	ABHD4 inh	TCR-CD3 inh	HTRA1 inh	PG9 Ab binder	PRMT1 inh	TDP2 absorb	SIAE primary
COc1ccc(NC(=O)c2cccc(S(=O)(=O)N3CCCCC3)c2)c(OC)c1	4	-4	0	-2	3	-1	1.0	1	19	3
c1ccc(-n2c3ccccc3c3ccccc32)cc1	0	2	0	1	-5	.	-3.0	1	-4	-3
COc1ccc(CCNC(=O)CCNC(=O)c2ccc(Cl)cc2)cc1OC	2	2	6	3	3	6	-1.8	3	4	-3
CC1CCC(NC(=O)CN(C)S(=O)(=O)c2ccc3c(c2)c(=O)n(C)c(=O)n3C)CC1 (centres undefined)	1	-5	1	-7	-8	6	-2.2	-5	-22	-9
CCOc1ccc(NC(=O)Cn2nnc(-c3ccc(C(N)=O)cc3)n2)cc1S(=O)(=O)N1CCCC1	-1	2	1	-7	4	-3	-0.6	-4	-14	-2

Screening data (PubChem BioAssay)
